Screening results as filed in PubChem BioAssay.
HTT ATP protect: qHTS Multiplex Assay to Identify Dual Action Probes in a Cell Model of Huntington: Cytoprotection (ATP). PC12 HTT-Q103 induced, cytoprotection, ATP luminescence, 40 h. Potency, µM (series often up to 56.4 µM), without a hit: cytoprotection (ATP increase), usual class: activators. actives 0.14% (n = 230,000);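 also: % of control where 0% means no effect; nearly all actives have a fitted effect of over 45% in size; toxic huntingtin expression switched on by the ecdysone agonist tebufenozide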
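ATP quantification (ATPlite) reports survival of PC12 cells in which tebufenozide, 100 nM final, switches on Htt exon 1 with 103 glutamines linked to GFP; compounds are titrated.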
aGlu spleen mod: qHTS Assay for Inhibitors and Activators of Human alpha-Glucosidase From Spleen Homogenate; human spleen homogenate, 4-MU-alpha-glucoside fluorescence; Potency, µM (series often up to 79.9 µM), inactives show at the highest dose activity change, negative = inhibition, actives largely listed as inhibitors; actives 0.006% (n = 240,000);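 also: 0% = enzyme with vehicle and -100% = no enzyme basal signal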
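Human spleen homogenate (1 ug) incubated with compounds and 1 mM 4-methylumbelliferyl-alpha-D-glucopyranoside in pH 5.0 citrate/phosphate buffer, 37 C, 40 min. Stopped at pH 10; 4-MU fluorescence (Ex 365/Em 440 nm); AC50 by Hill fit.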
GAA glycogen mod: qHTS Assay for Inhibitors and Activators of Human alpha-Glucosidase Cleavage of Glycogen | recombinant GAA, glycogen substrate, Amplex Red glucose oxidase fluorescence | actives 0.38% (n = 300,000) | Potency, µM (top dose mostly 76.4 µM), inactives show at the top dose activity change, negative = inhibition, most hits filed as inhibitors | AID 2100, 2009 | Lysosomal alpha-glucosidase (Homo sapiens), P10253;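 also: 0% = full enzyme reaction and -100% = no-enzyme basal signal; the screen sought inhibitors and activators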
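qHTS, 1536-well; enzyme 4 nM final; cpd up to 77 uM; substrate bovine liver glycogen 30 ug; 50 mM citrate/phosphate pH 5.0, 0.01% Tween-20; 37 C, 40 min; Amplex Red detection 45 min RT; Hill fit → AC50.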
Tau fibril FP: qHTS for Inhibitors of Tau Fibril Formation, Fluorescence Polarization; Microtubule-associated protein tau (Homo sapiens), P10636; K18 P301L tau heparin fibrillization, Alexa594 FP, 6 h; Potency, µM (highest dose often 57.7 µM), without a hit: at the highest dose activity, negative = inhibition, actives largely listed as inhibitors; actives 0.39% (n = 280,000); AID 1468, 2008; also: % is scaled to controls: 0 for no effect and ±100 for the full control effect; nearly all actives have a fitted effect of over 55% in size
Target sequence (P10636 561-689 P618L limits assumed): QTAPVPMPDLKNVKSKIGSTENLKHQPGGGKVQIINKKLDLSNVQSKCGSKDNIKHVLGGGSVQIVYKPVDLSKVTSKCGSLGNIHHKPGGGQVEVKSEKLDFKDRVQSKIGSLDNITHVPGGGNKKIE
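Steps: dispense K18 P301L tau (15 uM plus 0.24 uM Alexa 594 tracer, final) in pH 7 sodium acetate; add compound; add heparin (20 uM final); incubate 6 hr, 37 C; add ThT (30 uM final); after 1 hr ambient, read FP.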
GLA spleen mod: qHTS Assay for Inhibitors and Activators of Human alpha-Galactosidase From Spleen Homogenate; human spleen homogenate, 4MU-alpha-Gal fluorescence, 40 min; actives 0.008% (n = 240,000); AID 2107, 2009; Potency, µM (titrated, usually from 80 µM), for inactives: top-dose activity change, negative = inhibition, most hits filed as inhibitors; Alpha-galactosidase A (Homo sapiens), P06280;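 also: 0% = enzyme with vehicle and -100% = no enzyme basal signal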
Target sequence (P06280 32-429 limits assumed): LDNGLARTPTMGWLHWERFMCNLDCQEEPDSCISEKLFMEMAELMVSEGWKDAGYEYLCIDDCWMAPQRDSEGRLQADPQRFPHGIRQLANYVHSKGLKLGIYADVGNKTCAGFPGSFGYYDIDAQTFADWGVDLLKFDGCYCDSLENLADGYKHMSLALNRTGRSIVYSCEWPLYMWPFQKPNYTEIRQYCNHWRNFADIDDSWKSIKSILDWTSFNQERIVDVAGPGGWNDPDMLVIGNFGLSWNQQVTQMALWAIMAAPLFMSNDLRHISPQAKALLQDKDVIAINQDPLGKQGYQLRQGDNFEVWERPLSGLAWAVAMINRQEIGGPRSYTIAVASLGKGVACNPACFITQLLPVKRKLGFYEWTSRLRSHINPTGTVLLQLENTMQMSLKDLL
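Inhibition or activation of alpha-galactosidase in human spleen homogenate is scored by 4-MU fluorescence after 40 min at 37C, pH 5.0, with 1 mM substrate. AC50s come from concentration-response fitted to the Hill equation.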
Tau ThT inhib: qHTS for Inhibitors of Tau Fibril Formation, Thioflavin T Binding; Microtubule-associated protein tau (Homo sapiens), P10636; actives 2.1% (n = 270,000); Potency, µM (doses to about 57.4 µM), inactives show top-dose activity, negative = inhibition, usual class: inhibitors; recombinant tau K18 P301L, heparin-induced fibrillization, ThT fluorescence; AID 1460, 2008; also: % is scaled to controls: 0 for no effect and ±100 for the full control effect; nearly all actives have a fitted effect of over 55% in size
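Tau K18 P301L fragment (15 uM unlabeled plus 0.24 uM Alexa 594-labeled) in 100 mM sodium acetate pH 7 with compound, fibrillization induced by 20 uM heparin for 6 hr at 37 C. Thioflavin T (30 uM) added, fluorescence read after 1 hr (ex 450, em 510 nm).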
GAA inh: qHTS Assay for Inhibitors of Human alpha-Glucosidase as a Potential Chaperone Treatment of Pompe Disease; AID 1466, 2008; Lysosomal alpha-glucosidase (Homo sapiens), P10253; actives 0.005% (n = 200,000); Potency, µM (highest dose often 76.9 µM), for inactives: at the highest dose activity change, negative = inhibition, hits mostly inhibitors; purified human GAA, 4-MU-alpha-glucoside fluorescence;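 also: plate controls were uninhibited enzyme wells for no effect and no-enzyme background for full effect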
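Fluorescence at Ex 365/Em 440 nm from 4-methylumbelliferone reported enzyme activity after 20 min at room temperature. Reactions used 4 nM enzyme and 400 uM substrate at pH 5.0; curves fitted with the Hill equation.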
Tau fluor cs: Counterscreen qHTS for Inhibitors of Tau Fibril Formation, Fluorescence Polarization | tau K18 P301L (four-repeat tau fragment) Alexa594 fluorescence, heparin fibrillization | Potency, µM (doses to about 57.7 µM), for the others: top-dose activity change, negative = decrease | actives 0.93% (n = 280,000) | AID 1463, 2008; also: % is scaled to controls: 0 for no effect and ±100 for the full control effect; nearly all actives have a fitted effect of over 55% in size
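Human K18 P301L tau (15 uM unlabeled plus 0.24 uM Alexa 594-labeled, final) in 100 mM sodium acetate pH 7 was mixed with compound and 20 uM heparin and incubated 6 hr at 37 C.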
* = called active by the depositor; ? = inconclusive; · = not tested or not shown; [ ] = dose if it differs, or a comment. Calls follow the shape of the dose curve; as a rule, active = well fitted curve in the direction sought with a large enough effect; inconclusive = small, poorly fitted or top-dose-only effect, or another doubt; inactive = no such curve, though single readings can be large; an effect the other way counts as inactive or inconclusive. Potency is read from the fitted curve at half-maximal effect.

The first three records, to show the layout:
SMILES	HTT ATP protect	aGlu spleen mod	GAA glycogen mod	Tau fibril FP	GLA spleen mod	Tau ThT inhib	GAA inh	Tau fluor cs
O=C(Nc1ccc([N+](=O)[O-])cc1)C(Cc1ccccc1)N1C(=O)c2cccc3cccc(c23)C1=O (stereo not drawn)	-31%[10 µM]	-2%	-2%	-2%	-2%	4%	3%	6%
Cc1ccccc1Oc1nc(-c2ccccn2)nc2ccccc12	-8%[10 µM]	-19%	7%	-13%	7%	-9%	-12%	-5%
CC(Sc1nc(N)cc(=O)[nH]1)C(=O)NC1CCCCC1 (stereo not drawn)	-14%	0%	-4%	9%	23%	0%	3%	4%

All compounds of this part (from the top)
SMILES	HTT ATP protect	aGlu spleen mod	GAA glycogen mod	Tau fibril FP	GLA spleen mod	Tau ThT inhib	GAA inh	Tau fluor cs
O=C(Nc1ccc([N+](=O)[O-])cc1)C(Cc1ccccc1)N1C(=O)c2cccc3cccc(c23)C1=O (stereo not drawn)	-31%[10 µM]	-2%	-2%	-2%	-2%	4%	3%	6%
Cc1ccccc1Oc1nc(-c2ccccn2)nc2ccccc12	-8%[10 µM]	-19%	7%	-13%	7%	-9%	-12%	-5%
CC(Sc1nc(N)cc(=O)[nH]1)C(=O)NC1CCCCC1 (stereo not drawn)	-14%	0%	-4%	9%	23%	0%	3%	4%
CC(=O)N(Cc1ccccc1)Cc1cn(CCC#N)nc1-c1cccc([N+](=O)[O-])c1	-24%	5%	-5%	-2%	6%	1%	-1%	-3%
CCCCN(C(=S)NC(=O)c1cc(OC)c(OC)c(OC)c1)c1c(N)n(Cc2ccccc2)c(=O)[nH]c1=O	25%[10 µM]	2%	-6%	2%	5%	-11%	-4%	-8%
COc1ccc(S(=O)(=O)N(CC(=O)NC2CC2)c2ccc(C)cc2)cc1	?	-5%	-2%	-2%	-1%	-1%	7%	-1%
CCOc1ccc(/C=C(/NC(=O)c2ccccc2)C(=O)NCCC(=O)O)cc1	-15%[10 µM]	-18%	-5%	-3%	2%	-6%	0%	-10%
CCOc1ccc(N(C(C)C(=O)Nc2ccc(OC)cc2)S(C)(=O)=O)cc1 (stereo not drawn)	15%	8%	-3%	-1%	7%	-22%	-7%	-8%
CCCS(=O)(=O)N1CCN=C1SCc1ccc(C)cc1	-34%[inhibitor]	-2%	-16%	-4%	6%	-2%	-14%	-11%
O=C(CNC(=O)c1ccccc1Cl)OCC(=O)N1CCc2ccccc21	-10%	0%	5%	-3%	1%	?	-5%	-14%
O=C(CCCn1c(=O)c2ccccc2n(Cc2cccc(F)c2)c1=O)NC1CCN(Cc2ccccc2)CC1	-42%[inhibitor]	2%	9%	-1%	-4%	-2%	-9%	-8%
O=C(/C=C/c1cn(CC(O)CN2CCc3ccccc32)c2ccccc12)c1ccc(Br)cc1 (stereo not drawn)	·	·	-24%[76.3 µM]	11%	·	?	·	?
CSc1ccc(/C=N/NC(=O)c2ccc(C)c(C)c2)cc1	·	-1%	2%	7%	1%	13%	2%	13%
COc1ccc(-c2noc(CNC(=O)c3ccccc3Br)n2)cc1	·	·	19%[76.3 µM]	-5%	·	?	·	4%
Clc1ccc(CSc2snnc2-c2ccccc2)cc1	11%[10 µM]	-8%	-1%	-6%	-2%	-10%	-3%	-18%
CCOC(=O)CSc1nc(C(C)(C)C)nc2ccccc12	-33%[10 µM]	8%	-5%	-10%[2.34 µM]	-1%	-17%	13%	-11%
C=COCCNC(=O)Nc1ccc(Cl)c(Cl)c1	-13%[10 µM]	2%	-7%	4%	2%	16%	4%	10%
Cc1onc(-c2ccccc2)c1C(=O)Nc1ccnn1C1CCCCC1	10%[10 µM]	4%	3%	-4%	11%	-8%	-7%	-5%
Nc1nc2n(n1)C(c1cccs1)CC(c1ccc(Br)cc1)N2 (stereo not drawn)	-1%	-2%	1%	7%	-3%	-9%	0%	-1%
O=C(NCc1nnc(SCC(=O)N2CCOCC2)o1)c1c(F)cccc1Cl	-26%	9%	5%	7%	17%	-12%	0%	-8%
CCN(CC(=O)Nc1cccc(C(C)=O)c1)S(=O)(=O)c1ccc(OC)cc1	15%	-5%	0%	2%	-1%	1%	?	-2%
O=C(NC1CC1)c1cc2c(F)cccc2s1	-37%[inhibitor]	-9%	-5%	11%	-16%	-3%	-5%	-7%
C[C@H](NC(=O)Cc1cccc2ccccc12)C(=O)NCc1ccccc1	-30%	-7%	-8%	6%	3%	5%	4%	3%
CC(C)CC(=O)Nc1ccc(-c2nc3ccccc3c(=O)[nH]2)cc1	-32%[10 µM]	-3%	11%	-3%	3%	-6%	1%	5%
N#Cc1c(-c2cccc(Br)c2)cc(-c2ccco2)[nH]c1=O	·	?	-3%	-7%	?	?	?	-18%
CN(CC(=O)NCc1ccco1)S(=O)(=O)c1cccc2cccnc12	2%	1%	9%	-12%	3%	-25%	-9%	-7%
CCC(C)[C@H](N)c1cn([C@@H](Cc2cc3ccccc3[nH]2)C(=O)N2CCNCC2)nn1 (stereo partly drawn)	15%[10 µM]	3%	11%	8%	-2%	-14%	·	5%
COc1cccc2cc(C(=O)Nc3cccc(C)n3)c(=O)oc12	13%[10 µM]	0%	-2%	0%	-3%	-6%	0%	9%
O=C(COC(=O)CCC(=O)c1cccs1)NCc1ccc(Cl)cc1	-40%	2%	-2%	13%	-1%	-5%	-5%	-4%
CCn1ccc(C(=O)NC2C(=O)N3C(C(=O)O)=C(C)CSC23)n1 (stereo not drawn)	-22%	0%	8%	-4%	7%	0%	7%	4%

Whole records, looked up by structure.
CCn1ccc(C(=O)NC2C(=O)N3C(C(=O)O)=C(C)CSC23)n1 (stereo not drawn) is entered as HTT ATP protect = -22%; aGlu spleen mod = 0%; GAA glycogen mod = 8%; Tau fibril FP = -4%; GLA spleen mod = 7%; Tau ThT inhib = 0%; GAA inh = 7%; Tau fluor cs = 4%
CCN(CC(=O)Nc1cccc(C(C)=O)c1)S(=O)(=O)c1ccc(OC)cc1 is entered as HTT ATP protect = 15%; aGlu spleen mod = -5%; GAA glycogen mod = 0%; Tau fibril FP = 2%; GLA spleen mod = -1%; Tau ThT inhib = 1%; GAA inh = ?; Tau fluor cs = -2%

Remaining list, next part:
SMILES	HTT ATP protect	aGlu spleen mod	GAA glycogen mod	Tau fibril FP	GLA spleen mod	Tau ThT inhib	GAA inh	Tau fluor cs
O=C1CC(c2cccs2)Cc2nc(NCC3CCCO3)ncc21 (stereo not drawn)	-15%	-2%	0%	4%	-12%	-3%	5%	1%
O=C(NCc1ccccc1)c1cccc(COc2cccc(Cl)c2)c1	-8%	-8%	-7%	-7%	-1%	-16%	-7%	-22%
O=C(OCc1csc(-c2ccccc2)n1)c1ccc(O)cc1	-7%	7%	3%	?	13%	-7%	3%	?
COc1ccc(-c2nc3c4ccccc4ccn3c2CN2CCCCC2)cc1	-43%[inhibitor]	-12%	-6%	-4%	6%	-4%	-3%	-11%
COc1ccc(N(CC(=O)NCc2ccc(C)cc2)S(=O)(=O)c2ccccc2[N+](=O)[O-])c(OC)c1	7%[10 µM]	-6%	13%	-5%	0%	?	-9%	?
COc1cc2[nH]cc(C(=O)NCCc3ccccc3)c(=O)c2cc1OC	8%[10 µM]	0%	-9%	?	-3%	-10%	3%	?
O=c1cc(COc2cccc(C(F)(F)F)c2)nc2sc3c(n12)CCCC3	·	·	0%[76.3 µM]	-4%	·	-10%	·	-7%
CC1=CCC(/C=N\Nc2nnc3c(n2)[nH]c2ccccc23)CC1 (stereo not drawn)	2%[10 µM]	0%	?	1%	3%	?	4%	-7%
O=C(N/C(C(=O)N1CCOCC1)=C(\Sc1ncccn1)c1ccccc1)c1ccccc1	10%[10 µM]	8%	-1%	-15%	-10%	?	5%	-8%
Cc1c(NC(=O)c2ccc(N3CCC(C)CC3)c([N+](=O)[O-])c2)cccc1-c1nc2ccccc2o1	·	·	-6%[76.3 µM]	0%	·	?	·	-22%
CC1CC(=O)N(c2ccc(NCCc3ccccc3)c([N+](=O)[O-])c2)C1=O (stereo not drawn)	-18%	4%	-6%	6%	-1%	?	-11%	-14%
CNc1nc(-c2ccccc2)nc(-c2ccc(OC)cc2)c1C#N	-12%	3%	0%	-4%	8%	-1%	-2%	-6%
Cc1ccccc1N(CC(=O)N/N=C/c1ccccc1Cl)C(=O)c1ccccc1	-15%	-1%	4%	2%	-3%	-1%	2%	-4%
